MLLE-PAM2 inh = blocks PAM2 peptide binding to the PABP1 MLLE domain. GST-MLLE / FITC-PAM2 fluorescence polarization. inhibition, % at 20 µM. AID 588489. 0.36% of 360,000 active; in the data active = inhibition above about 35%, passing the limit was not always enough;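 note: plate controls were DMSO wells with GST-MLLE for no effect and wells lacking GST-MLLE protein for full effect; some results filed as inactive read as strong as hits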
Rin1-Abl PPI inh = blocks binding of human Rin1 to Abl | inhibition, % at 7.35 µM | TR-FRET Rin1/Abl binding, biochemical | 0.4% of 360,000 active | P00519+Q13671; in the data active = inhibition above about 5%, passing the limit was not always enough
eLon inh = inhibits E. coli Lon protease. 0.42% of 360,000 active. purified E. coli Lon protease, fluorescence polarization. inhibition, % at 7.94 µM. AID 602123. P0A9M0; in the data active = inhibition above about 13%, passing the limit was not always enough;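 note: 0% = enzyme with probe and DMSO and 100% = no enzyme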
CSN inh = CSN deneddylation inhibition. Q92905. Purified CSN, SCF-Nedd8-OG deneddylation, fluorescence polarization. 0.38% of 360,000 active. inhibition, % at 12.5 µM. AID 651999;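 active = pattern-corrected inhibition above about 35%, with an unprinted fluorescence ratio check between 0.5 and 1.5, limit read from the data, passing the limit was not always enough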;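 note: 0% = enzyme with substrate and 100% = substrate without enzyme; some results filed as inactive read as strong as hits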
Target sequence (Q92905 whole entry, looked up, one chain of several): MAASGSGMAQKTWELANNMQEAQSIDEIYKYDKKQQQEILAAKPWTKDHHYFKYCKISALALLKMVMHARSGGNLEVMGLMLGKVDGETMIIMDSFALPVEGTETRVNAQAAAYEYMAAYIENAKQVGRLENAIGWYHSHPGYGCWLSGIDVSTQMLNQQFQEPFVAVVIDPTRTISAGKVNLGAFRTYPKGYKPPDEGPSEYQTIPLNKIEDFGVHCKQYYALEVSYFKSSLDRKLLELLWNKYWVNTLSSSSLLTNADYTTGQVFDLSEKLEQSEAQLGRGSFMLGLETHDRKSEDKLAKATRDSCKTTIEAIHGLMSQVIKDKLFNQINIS
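Assay system: purified human Csn5 enzyme expressed in HEK293T cells; measure: % inhibition; also added: SCFSkp2-Nedd8OG substrate at 10 nM final; technique: fluorescence polarization; times: reaction 90 min, room temperature; medium: Tris buffer pH 7.5, NaCl, DTT, Tween-20, trehalose, ovalbumin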
MT1-MMP act inh = MT1-MMP (human) activation inhibition | GFP/RFP ratio change, % at 20 µM | 0.061% of 360,000 active | AID 651647 | P50281 | HT1080 RFP-PRO-GFP cells, GFP/RFP ratio fluorescence, overnight; percent of plate control window, DMSO zero;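 active = GFP/RFP ratio change of at least 30% with cell ATP level not reduced by more than half and red fluorescence within 50% of control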; note: strong numbers were not always called active
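Assay system: RFP-PRO-GFP reporter HT1080 cells; read-out basis: GFP/RFP fluorescence ratio; benchmarks: DMSO wells and RFP-L50D-GFP cells; doses: 20 µM single dose, 1% DMSO; schedule: overnight cell settling, then overnight compound exposure, 37 °C, 5% CO2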
Rpn11 inh = blocks the human proteasome subunit Rpn11; O00487; human 26S proteasome, Ub4-pepOG fluorescence polarization; 20S core pre-blocked with epoxomicin; calls only at 20 µM; 0.59% of 360,000 active; AID 588493;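 active = inhibition at 20 µM, scaled to each plate's controls, above about 33%, limit read from the data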
Target sequence (O00487 whole entry, looked up): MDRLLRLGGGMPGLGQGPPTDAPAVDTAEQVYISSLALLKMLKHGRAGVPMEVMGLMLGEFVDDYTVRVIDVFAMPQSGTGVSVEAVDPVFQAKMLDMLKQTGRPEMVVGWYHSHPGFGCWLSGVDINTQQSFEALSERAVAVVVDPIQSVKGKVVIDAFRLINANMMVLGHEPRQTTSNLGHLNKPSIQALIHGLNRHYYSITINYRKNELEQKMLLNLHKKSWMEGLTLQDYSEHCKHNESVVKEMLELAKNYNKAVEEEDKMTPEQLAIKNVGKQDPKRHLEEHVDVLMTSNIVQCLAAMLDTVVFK
MsrA inh = inhibits bovine methionine sulfoxide reductase A | purified bovine MsrA, absorbance read-out | inhibition, % at 15.5 µM | 0.75% of 360,000 active; in the data active = inhibition above about 4.5%;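 note: 0% = vehicle wells with enzyme and 100% = reference inhibitor wells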
MsrA act = bovine methionine sulfoxide reductase A activation | purified bovine MsrA, absorbance read-out | activation, % at 10.6 µM | 0.3% of 360,000 active; in the data active = activation above about 7.5%;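 note: 0% = vehicle and 100% = reference activator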
FAS-TE inh = inhibitors of human fatty acid synthase thioesterase domain. P49327. recombinant FAS-TE, OMFH fluorogenic substrate, fluorescence endpoint. inhibition, % at 15 µM. 0.67% of 360,000 active;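 active = compounds whose normalised, plate-corrected inhibition of enzyme fluorescence in the single-dose primary screen is 50% or more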;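 note: 0% = DMSO with enzyme and 100% = substrate without enzyme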
An asterisk follows results filed as active. Outcome played no part in choosing rows; about 3.7% have a hit in one of these screens.

Sample of the layout:
`CC1(C)Cc2c(sc(NC(=O)C3CC(Cl)=CCC3C(=O)O)c2C#N)CO1` (configuration not stated) gave MLLE-PAM2 inh 15, Rin1-Abl PPI inh 4, eLon inh -6, CSN inh 1, MT1-MMP act inh 6, Rpn11 inh inactive, MsrA inh 0.6, MsrA act -1 and FAS-TE inh -3.
CC(C)C(C(=O)Nc1ccc(N2CCOCC2)cc1)N1C(=O)c2ccccc2C1=O (configuration not stated) was read as MLLE-PAM2 inh -3, Rin1-Abl PPI inh 2, eLon inh -4, CSN inh 1, MT1-MMP act inh 0, Rpn11 inh inactive, MsrA inh -1.2, MsrA act 0 and FAS-TE inh -3.
For CCOc1ccc(N2CC(C(=O)Nc3c(C)n(C)n(-c4ccccc4)c3=O)CC2=O)cc1 (configuration not stated) the results were MLLE-PAM2 inh 11, Rin1-Abl PPI inh -1, eLon inh -4, CSN inh 1, MT1-MMP act inh -1, Rpn11 inh inactive, MsrA inh -0.5, MsrA act -2 and FAS-TE inh -5.
For CCOc1cc(C(=O)N2CCN(C/C=C/c3ccccc3)CC2)cc(OCC)c1OCC the results were MLLE-PAM2 inh -14, Rin1-Abl PPI inh -3, eLon inh -6, CSN inh 1, MT1-MMP act inh -3, Rpn11 inh inactive, MsrA inh -0.4, MsrA act -1 and FAS-TE inh -8.
For CC1=C(C#N)C(c2cccnc2)C2=C(N1)c1ccccc1C2=O (configuration not stated) the results were MLLE-PAM2 inh 13, Rin1-Abl PPI inh -1, eLon inh 9, CSN inh 14, MT1-MMP act inh -4, Rpn11 inh inactive, MsrA inh 1.0, MsrA act -2 and FAS-TE inh -4.
Screening O=C1C2C3C=CC(O3)C2C(=O)N1Nc1ccccc1 (configuration not stated) returned MLLE-PAM2 inh 6, Rin1-Abl PPI inh -1, eLon inh -10, CSN inh -1, MT1-MMP act inh -3, Rpn11 inh inactive, MsrA inh 0.9, MsrA act -7 and FAS-TE inh -6.

The listing, previewed entries included:
`CC1(C)Cc2c(sc(NC(=O)C3CC(Cl)=CCC3C(=O)O)c2C#N)CO1` (configuration not stated) gave MLLE-PAM2 inh 15, Rin1-Abl PPI inh 4, eLon inh -6, CSN inh 1, MT1-MMP act inh 6, Rpn11 inh inactive, MsrA inh 0.6, MsrA act -1 and FAS-TE inh -3.
CC(C)C(C(=O)Nc1ccc(N2CCOCC2)cc1)N1C(=O)c2ccccc2C1=O (configuration not stated) was read as MLLE-PAM2 inh -3, Rin1-Abl PPI inh 2, eLon inh -4, CSN inh 1, MT1-MMP act inh 0, Rpn11 inh inactive, MsrA inh -1.2, MsrA act 0 and FAS-TE inh -3.
For CCOc1ccc(N2CC(C(=O)Nc3c(C)n(C)n(-c4ccccc4)c3=O)CC2=O)cc1 (configuration not stated) the results were MLLE-PAM2 inh 11, Rin1-Abl PPI inh -1, eLon inh -4, CSN inh 1, MT1-MMP act inh -1, Rpn11 inh inactive, MsrA inh -0.5, MsrA act -2 and FAS-TE inh -5.
For CCOc1cc(C(=O)N2CCN(C/C=C/c3ccccc3)CC2)cc(OCC)c1OCC the results were MLLE-PAM2 inh -14, Rin1-Abl PPI inh -3, eLon inh -6, CSN inh 1, MT1-MMP act inh -3, Rpn11 inh inactive, MsrA inh -0.4, MsrA act -1 and FAS-TE inh -8.
For CC1=C(C#N)C(c2cccnc2)C2=C(N1)c1ccccc1C2=O (configuration not stated) the results were MLLE-PAM2 inh 13, Rin1-Abl PPI inh -1, eLon inh 9, CSN inh 14, MT1-MMP act inh -4, Rpn11 inh inactive, MsrA inh 1.0, MsrA act -2 and FAS-TE inh -4.
Screening O=C1C2C3C=CC(O3)C2C(=O)N1Nc1ccccc1 (configuration not stated) returned MLLE-PAM2 inh 6, Rin1-Abl PPI inh -1, eLon inh -10, CSN inh -1, MT1-MMP act inh -3, Rpn11 inh inactive, MsrA inh 0.9, MsrA act -7 and FAS-TE inh -6.
Cc1noc(C)c1CSc1ncnc2sc3c(c12)CCCCC3 was read as MLLE-PAM2 inh -11, Rin1-Abl PPI inh -1, eLon inh -3, CSN inh -1, MT1-MMP act inh -1, Rpn11 inh inactive, MsrA inh -0.1, MsrA act -1 and FAS-TE inh 27.
`Cn1ncc(Br)c1C(=O)Nc1ccc(Br)cn1` gave MLLE-PAM2 inh -9, Rin1-Abl PPI inh -2, eLon inh 0, CSN inh -1, MT1-MMP act inh 1, Rpn11 inh inactive, MsrA inh -0.1, MsrA act -5 and FAS-TE inh -10.
Screening Cc1cc(-c2ccccc2)nc2cc(C(=O)NCCCn3ccnc3)nn12 returned MLLE-PAM2 inh 1, Rin1-Abl PPI inh 2, eLon inh -2, CSN inh 8, MT1-MMP act inh 0, Rpn11 inh inactive, MsrA act -3 and FAS-TE inh -7.
CC(=O)Nc1ccc(S(=O)(=O)NN=CCCc2ccccc2)cc1 was read as MLLE-PAM2 inh -10, Rin1-Abl PPI inh 2, eLon inh -4, CSN inh -3, MT1-MMP act inh -2, Rpn11 inh inactive, MsrA inh -0.5, MsrA act -3 and FAS-TE inh -6.
`CN(C)CCCn1cnc2c1c(=O)[nH]c(=O)n2Cc1ccccc1` gave MLLE-PAM2 inh 4, Rin1-Abl PPI inh 4, eLon inh 4, CSN inh -3, MT1-MMP act inh 4, Rpn11 inh inactive, MsrA inh -0.6, MsrA act -6 and FAS-TE inh -6.
Screening CN(C(=O)c1ccc(NC(=O)Cc2cccc(NC(=O)C3CCCN(C(=O)CCc4ccccc4)C3)c2)cc1)C1CC1 (configuration not stated) returned MLLE-PAM2 inh 1, Rin1-Abl PPI inh -3, eLon inh -10, CSN inh 0, MT1-MMP act inh -1, Rpn11 inh inactive, MsrA inh -1.0, MsrA act -4 and FAS-TE inh -3.
For Cc1nc2scc(C)n2c(=O)c1S(=O)(=O)N1CCN(c2ccccc2F)CC1 the results were MLLE-PAM2 inh 2, Rin1-Abl PPI inh 4, eLon inh 4, CSN inh -2, MT1-MMP act inh 5, Rpn11 inh inactive, MsrA inh 1.4, MsrA act 2 and FAS-TE inh 15.
Cc1cc2nc(SC(C)C(=O)O)[nH]c2cc1C (configuration not stated) was read as MLLE-PAM2 inh -3, Rin1-Abl PPI inh 2, eLon inh -9, CSN inh 4, MT1-MMP act inh -2, Rpn11 inh inactive, MsrA inh -0.8, MsrA act 1 and FAS-TE inh -3.
CC(C(=O)Nc1ccc(C(=O)O)c(O)c1)N1C(=O)/C(=C\c2ccco2)SC1=S (configuration not stated) was read as MLLE-PAM2 inh -15, Rin1-Abl PPI inh 6, eLon inh -32, CSN inh 53*, MT1-MMP act inh 14, Rpn11 inh active, MsrA act -7 and FAS-TE inh 1.
For COC(=O)C1C(=O)c2c([nH]c(C(=O)OC3CCCC3)c2C)CC1C (configuration not stated) the results were MLLE-PAM2 inh 1, Rin1-Abl PPI inh 0, eLon inh 5, CSN inh 1, MT1-MMP act inh -2, Rpn11 inh inactive, MsrA inh 1.3, MsrA act 4 and FAS-TE inh 2.
`O=C(c1ccccc1)N1CCN=C1c1ccccc1` gave MLLE-PAM2 inh -3, Rin1-Abl PPI inh -4, eLon inh -5, CSN inh -10, MT1-MMP act inh -2, Rpn11 inh inactive, MsrA inh -0.3, MsrA act -2 and FAS-TE inh -7.
For COc1ccc(Nc2nc(C(=O)N3CCc4ccccc4C3)cs2)cc1 the results were MLLE-PAM2 inh 5, Rin1-Abl PPI inh 2, eLon inh -4, CSN inh -2, MT1-MMP act inh 1, Rpn11 inh inactive, MsrA inh 1.1, MsrA act -1 and FAS-TE inh 14.
Screening Cc1cc(C)n2c(SCC(=O)NCc3ccc4c(c3)OCO4)nnc2n1 returned MLLE-PAM2 inh 22, Rin1-Abl PPI inh -2, eLon inh -1, CSN inh 3, MT1-MMP act inh 0, Rpn11 inh inactive, MsrA inh 0.8, MsrA act -4 and FAS-TE inh -5.
COc1ccc(N2CCN(c3cc(C(=O)NC4CCCCC4)ncn3)CC2)cc1OC was read as MLLE-PAM2 inh -14, Rin1-Abl PPI inh -5, eLon inh 4, CSN inh 1, MT1-MMP act inh 6, Rpn11 inh inactive, MsrA inh 2.0, MsrA act 0 and FAS-TE inh -1.
Cc1ccc(NC(=O)CN(C)C2CCCCC2)cc1Cl was read as MLLE-PAM2 inh -10, Rin1-Abl PPI inh 2, eLon inh 6, CSN inh -2, MT1-MMP act inh 4, Rpn11 inh inactive, MsrA inh -1.2, MsrA act -1 and FAS-TE inh 8.
COc1cccc(CSCC(=O)NCCc2ccccc2)c1OC was read as MLLE-PAM2 inh 7, Rin1-Abl PPI inh 1, eLon inh -4, CSN inh 0, MT1-MMP act inh -5, Rpn11 inh inactive, MsrA inh 0.3, MsrA act -2 and FAS-TE inh 2.
For CCCCNC(=O)CSc1nc2n[nH]c(C)c2c(=N)n1-c1cccc(Cl)c1C the results were MLLE-PAM2 inh 14, Rin1-Abl PPI inh 4, eLon inh 6, CSN inh -5, MT1-MMP act inh 7, Rpn11 inh inactive, MsrA inh 0.8, MsrA act -7 and FAS-TE inh -4.
NC(=O)C1CCN(C(=O)c2cc3ccccn3n2)CC1 was read as MLLE-PAM2 inh 15, Rin1-Abl PPI inh -3, eLon inh -6, CSN inh -3, MT1-MMP act inh 2, Rpn11 inh inactive, MsrA inh -1.4, MsrA act -3 and FAS-TE inh -8.
`CCCNC(=O)N1CCN(c2ncccn2)CC1` gave MLLE-PAM2 inh 12, Rin1-Abl PPI inh -2, eLon inh 2, CSN inh 2, MT1-MMP act inh 2, Rpn11 inh inactive, MsrA inh 0.5, MsrA act -1 and FAS-TE inh -2.
Screening OC[C@@H]1CN(C2CCCC2)C[C@H](n2cnc3c(N4CCCC4)ncnc32)O1 returned MLLE-PAM2 inh 13, Rin1-Abl PPI inh -2, eLon inh 7, CSN inh 1, MT1-MMP act inh 0, Rpn11 inh inactive, MsrA inh 0.1, MsrA act 0 and FAS-TE inh -6.
`CC(=O)c1cc2c(cc1NC(=O)CN(C)S(=O)(=O)c1cccs1)OCO2` gave MLLE-PAM2 inh -10, Rin1-Abl PPI inh 0, eLon inh 10, CSN inh 0, MT1-MMP act inh 3, Rpn11 inh inactive, MsrA inh 0.1, MsrA act -1 and FAS-TE inh 2.
Screening CC(c1ccco1)N(C(=O)CSc1ccc(Br)cc1)c1ccccn1 (configuration not stated) returned MLLE-PAM2 inh 18, Rin1-Abl PPI inh 0, eLon inh 2, CSN inh 0, MT1-MMP act inh -10, Rpn11 inh inactive, MsrA inh -0.4, MsrA act 1 and FAS-TE inh 12.
`CCCCCn1c(SCC(=O)OC)nc2c1c(=O)[nH]c(=O)n2C` gave MLLE-PAM2 inh 3, Rin1-Abl PPI inh 0, eLon inh -6, CSN inh -5, MT1-MMP act inh 1, Rpn11 inh inactive, MsrA inh -0.2, MsrA act -3 and FAS-TE inh -6.
For Cc1ccc(N2C(=O)C3C(C2=O)C2C=CC3C23CC3)c([N+](=O)[O-])c1 (configuration not stated) the results were MLLE-PAM2 inh -7, Rin1-Abl PPI inh 1, eLon inh 7, CSN inh 0, MT1-MMP act inh 0, Rpn11 inh inactive, MsrA inh -0.2, MsrA act -4 and FAS-TE inh -8.
For CC(OC(=O)c1ccc(Cl)c([N+](=O)[O-])c1)C(=O)N1CCN(Cc2ccccc2)CC1 (configuration not stated) the results were MLLE-PAM2 inh 5, Rin1-Abl PPI inh 4, eLon inh 0, CSN inh 2, MT1-MMP act inh 2, Rpn11 inh inactive, MsrA inh -1.2, MsrA act -2 and FAS-TE inh 73*.

Screening results: PubChem BioAssay, several laboratories
